pPAFAH FP inh: pPAFAH (human) enzyme inhibition; Q13093; recombinant pPAFAH, FP-rhodamine probe fluorescence polarization; inhibition, % at 3.39 µM; 1.5% of 330,000 active; AID 463082;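 active = inhibition above the mean inhibition across the screen plus 3 SD, cut at about 25% in these data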;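 also: inhibitors block binding of the rhodamine activity-based probe so polarization drops; 0% = enzyme with DMSO and 100% = wells lacking pPAFAH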
PAFAH1B3 FP inh: PAFAH1B3 (human) inhibition | 0.28% of 340,000 active | inhibition, % at 3.39 µM | Q15102 | recombinant PAFAH1B3, FP-rhodamine probe, fluorescence polarization;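 active = inhibition above the screen-wide average of all tested compounds plus 3 SD, cut at about 25% in these data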;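 also: 0% = enzyme with DMSO only and 100% = wells lacking PAFAH1B3 protein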
LYPLA1 inh: counter-screen for PME1 inhibitors: inhibitors of human LYPLA1. recombinant LYPLA1, FP-Rh probe fluorescence polarization. inhibition, % at 5.9 µM. 0.16% of 320,000 active. AID 2174;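 active = inhibition above the mean of all tested compounds plus 3 SD, set per campaign, cut at about 14% in these data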;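 also: inhibitors block serine hydrolase probe labeling of LYPLA1 so polarization falls; 0% = enzyme with DMSO and 100% = wells lacking LYPLA1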
Target sequence (O75608 whole entry, looked up): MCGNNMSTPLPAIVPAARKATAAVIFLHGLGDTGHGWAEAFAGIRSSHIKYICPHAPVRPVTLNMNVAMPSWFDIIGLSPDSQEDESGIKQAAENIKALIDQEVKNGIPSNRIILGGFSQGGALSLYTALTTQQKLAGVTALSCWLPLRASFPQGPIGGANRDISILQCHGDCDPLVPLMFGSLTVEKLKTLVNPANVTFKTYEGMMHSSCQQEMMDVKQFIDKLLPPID
PAD4 inh: PAD4 (human) enzyme inhibition. Q9UM07. recombinant PAD4, RCA probe fluorescence polarization. inhibition, % at 6.36 µM. 0.41% of 330,000 active. AID 485272;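 active = percent inhibition above a cutoff equal to the mean of all tested compounds plus 3 SD, cut at about 15% in these data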;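 also: 0% = PAD4 with RCA probe and DMSO and 100% = probe without PAD4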
Target sequence (Q9UM07 whole entry, looked up): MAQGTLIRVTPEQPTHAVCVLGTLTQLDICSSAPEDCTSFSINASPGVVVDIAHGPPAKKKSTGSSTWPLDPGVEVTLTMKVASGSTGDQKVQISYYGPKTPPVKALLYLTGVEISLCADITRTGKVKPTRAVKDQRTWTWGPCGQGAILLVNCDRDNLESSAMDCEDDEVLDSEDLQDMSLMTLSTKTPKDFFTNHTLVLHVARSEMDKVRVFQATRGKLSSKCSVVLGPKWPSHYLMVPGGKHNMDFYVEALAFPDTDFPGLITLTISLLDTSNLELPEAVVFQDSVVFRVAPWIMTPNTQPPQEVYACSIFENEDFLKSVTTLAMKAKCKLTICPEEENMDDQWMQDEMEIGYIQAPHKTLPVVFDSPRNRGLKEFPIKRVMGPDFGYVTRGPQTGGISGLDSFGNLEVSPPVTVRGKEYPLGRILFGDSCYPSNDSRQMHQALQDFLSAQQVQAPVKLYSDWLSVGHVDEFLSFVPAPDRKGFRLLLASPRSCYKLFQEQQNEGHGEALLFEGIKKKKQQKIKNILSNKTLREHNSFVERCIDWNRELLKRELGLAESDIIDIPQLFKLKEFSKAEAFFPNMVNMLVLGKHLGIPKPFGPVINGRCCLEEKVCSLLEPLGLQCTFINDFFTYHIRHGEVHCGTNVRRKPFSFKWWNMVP
PME-1 primary: blocks human protein phosphatase methylesterase 1. AID 2130. 0.53% of 320,000 active. inhibition, % at 5.9 µM. recombinant PME-1, FP-Rh probe fluorescence polarization;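 active = inhibition above the campaign mean of all compounds plus 3 SD, cut at about 26% in these data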;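 also: competitive labeling of PME-1 active site by serine hydrolase directed probe; 0% = PME-1 with DMSO and 100% = wells lacking PME-1 enzyme; inhibitors block probe labeling so polarization falls and inhibition rises; many of its hits are not listed in these tables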
LYPLA2 inh: LYPLA2 (human) inhibition in PME1 counter-screen; O95372; recombinant LYPLA2, FP-Rh probe fluorescence polarization; inhibition, % at 5.9 µM; 0.38% of 320,000 active; AID 2177;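 active = inhibition above the screen-wide mean plus 3 SD, limit set per campaign, cut at about 26% in these data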;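 also: 0% = LYPLA2 with DMSO and 100% = wells lacking LYPLA2 enzyme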
GSTO1 counter: GSTO1 inhibition, counter-screen for RBBP9 inhibitors. recombinant GSTO1, activity-based probe fluorescence polarization. inhibition, % at 5.96 µM. 1.1% of 300,000 active;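 active = inhibition above the campaign mean inhibition plus 3 SD, cut at about 35% in these data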;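 also: 0% = GSTO1-1 with DMSO and 100% = wells lacking GSTO1-1 enzyme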
PAFAH1B2 FP inh: inhibitors of human PAFAH1B2; 1.2% of 340,000 active; inhibition, % at 3.39 µM; P68402; recombinant PAFAH1B2, FP-rhodamine activity probe, fluorescence polarization; AID 492953;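 active = inhibition above the mean of all tested compounds plus 3 SD, cut at about 24% in these data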;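 also: 0% = enzyme with DMSO and 100% = wells lacking PAFAH1B2; many of its hits are not listed in these tables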
PAFAH2 inh: inhibitors of human PAFAH2; recombinant PAFAH2, FP-rhodamine activity probe, fluorescence polarization; inhibition, % at 3.39 µM; 0.99% of 340,000 active;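 active = inhibition above the mean over all tested compounds plus 3 SD, cut at about 30% in these data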;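 also: inhibitors block probe labeling of enzyme so polarization drops; 0% = enzyme with DMSO and 100% = wells lacking PAFAH2 protein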
* marks the source's active call; other numbers are inactive results; nt = no result given. These rows are one share of the data, so the mix of outcomes need not match the whole.

SMILES	pPAFAH FP inh	PAFAH1B3 FP inh	LYPLA1 inh	PAD4 inh	PME-1 primary	LYPLA2 inh	GSTO1 counter	PAFAH1B2 FP inh	PAFAH2 inh
Brc1cccc(OCCCCn2cncn2)c1	2	-5	-4	2	-5	2	-3	0	-1
Cc1ccc(NC(=S)N2CCC(NC(=O)C3CCCCC3)CC2)cc1C	0	-8	1	-1	0	-5	9	-6	-4
N#CCNc1ccc([N+](=O)[O-])cc1C#N	-6	1	-2	-5	2	-7	33	-1	-1
COc1ccc(CCC(=O)Nc2ccc(N3CCOCC3)cc2)cc1	3	-1	-1	0	4	-3	8	3	3
Cc1ccc(-n2ncc3c(NCc4ccco4)ncnc32)cc1C	0	9	0	0	-9	2	-2	4	1
COc1ccccc1NC(=O)c1cccc(S(=O)(=O)N2CCN(c3ccccc3)CC2)c1	3	1	-6	5	0	5	nt	0	-9
O=C(O)C1C2CCC(C2)C1C(=O)N1CCCC1 (stereo not given)	4	14	-2	-3	-7	-2	2	5	0
CN(CCO)S(=O)(=O)c1ccc2c(c1)C(=NO)c1cc(S(=O)(=O)N(C)CCO)ccc1-2	-28	-39	-14	15*	-19	-35	-8	2	-57
S=c1[nH]nc(-c2ccc(Br)cc2)n1Cc1ccccc1	0	14	1	3	5	5	8	22	6
CC(OC(=O)C1CCN(S(=O)(=O)c2ccc(C(C)(C)C)cc2)CC1)C(=O)N1CCOCC1 (stereo not given)	0	8	0	0	0	4	8	6	7
C=CCNC(=O)N1CCC(n2nccc2NC(=O)CCc2ccccc2)CC1	-2	0	-3	2	0	-1	-2	-2	6
Cc1ccc(C(=O)Nc2ccc(Cl)cc2C(F)(F)F)c(Cl)c1	6	3	7	3	8	7	1	1	-7
Cc1cnc(C(=O)OCC(=O)NC23CC4CC(CC(C4)C2)C3)cn1	2	-2	1	-1	-7	2	14	1	0
CCOC(=O)c1c(C)[nH]c(C)c1C(=O)COC(=O)c1cccnc1OCC	3	1	nt	-5	nt	nt	nt	3	-7
O=C(CC1Nc2ccccc2NC1=O)Nc1ccccc1 (stereo not given)	14	1	-11	-8	13	-9	3	-2	11
C/C(=N\NC(=O)c1ccc(-n2cnnn2)cc1)c1ccc(C)cc1	0	10	-2	1	4	1	nt	-4	2
CSc1ncccc1C(=O)NCCc1ccccc1	2	5	-1	-2	5	9	8	4	1
O=C1NC(O)(c2ccccc2)Oc2ccccc21 (stereo not given)	0	4	0	0	5	5	-1	9	-3
COc1ccc(-c2csc(/C=C/c3ccc4c(c3)OCO4)n2)cc1OC	10	3	-2	0	3	-1	8	-1	0
O=c1c(/C=C(\O)c2ccc(F)cc2)nc2ccccc2n1-c1ccccc1	-3	-16	1	-2	-6	-3	-7	-4	-1
O=S(=O)(c1ccc(OCC(O)CN2CCc3ccccc3C2)cc1)N1CCOCC1 (stereo not given)	-5	-4	5	0	-1	0	-2	6	-8
COc1ccc(OC)c(NC(=O)C2CC(=O)N(c3ccc(Br)cc3)C2)c1 (stereo not given)	8	9	0	-2	3	-3	5	8	-5
CC(Nc1ccc2c(c1)OCCO2)C(=O)Nc1ccc2c(c1)OCO2 (stereo not given)	1	3	0	-1	5	4	3	1	-1
C1CN(CC2CCN(c3nc4nonc4nc3N3CCSCC3)CC2)CCO1	-6	7	0	4	-9	-8	9	6	-4
CCOc1cc(/C=N/NC(N)=S)cc(Br)c1OCc1ccccc1C	8	6	-10	-2	6	-28	-5	3	1
Cc1ccc(NC(=O)CCCCCN2C(=O)[C@@H]3Cc4ccccc4CN3C2=O)cc1	3	7	0	1	-7	2	-4	28*	9
CC(C)CNC(=O)COC(=O)c1n[nH]c2ccccc12	1	7	1	-2	6	7	6	4	56*
CN(C)/C=C(\C#N)C(=O)Nc1ccc(F)c(Cl)c1	7	14	2	-1	1	2	-6	3	-1
COc1ccc(C(C)=O)cc1CSc1nnc(Nc2ccccc2C)s1	10	-2	-3	-2	-4	4	-4	1	2
C=CCN(C(=O)c1csnn1)C(C(=O)NC1CCCCC1)c1ccc(F)cc1 (stereo not given)	3	-10	-7	2	-1	-4	5	3	1
Cn1c(=O)c2c(nc(SCCN3CCCCC3)n2Cc2ccccc2)n(C)c1=O	0	7	-5	3	-12	-3	-2	1	1
O=C(/C=C/c1ccccc1)N(Cc1cccc(Cl)c1)C1CCS(=O)(=O)C1 (stereo not given)	10	0	3	1	4	12	-1	8	-2
Cc1ccccc1-c1cc(C(=O)O)nn1CC1CC(c2cccc([N+](=O)[O-])c2)=NO1 (stereo not given)	1	5	-2	2	-5	1	4	5	0
CCN(CC(=O)N1CCCC1)S(=O)(=O)c1cc(C)ccc1OC	-1	2	-2	2	-5	1	2	-1	6
Cc1ccc(CNC(=O)C(=O)NCC2OCCN2S(=O)(=O)c2ccc(C)cc2)cc1 (stereo not given)	5	8	4	-3	5	-1	-1	10	-7
CCc1nc2ccccc2n1CC1CC1(Cl)Cl (stereo not given)	3	8	2	2	0	1	-8	5	3
CCOC(=O)N1CCN(S(=O)(=O)c2ccc(C)c([N+](=O)[O-])c2)CC1	-1	3	0	1	6	-6	1	5	0
CC(C)[C@H](NC(=O)Cc1ccccc1)C(=O)OCc1cc(=O)n2c(n1)sc1ccccc12	12	1	0	-2	3	7	4	-1	4
Nc1c(C(=O)Nc2ccccc2Cl)nnn1-c1ccc2c(c1)OCCO2	0	3	6	0	-1	-8	-2	-4	-16
Cc1ccc(Nc2nc(N)nc(CN3CCN(Cc4ccc5c(c4)OCO5)CC3)n2)cc1Cl	9	-2	-3	2	-4	2	-3	-2	2
NS(=O)(=O)c1ccc(NC(=O)COC(=O)c2cc(Cl)ccc2[N+](=O)[O-])cc1	-1	2	-2	2	-5	-1	6	-3	-3
Cc1ccc(S(=O)(=O)N(C)C)cc1NC(=O)C(C)Sc1ccccc1 (stereo not given)	-1	6	-1	-4	-1	-2	9	0	5
COc1ccc(CCNC(=O)CSc2nc(=O)[nH]c3c2CCC3)cc1OC	-1	4	-2	1	1	-1	9	-3	7
N/C(=N\OC(=O)c1ccccc1[N+](=O)[O-])c1cccnc1	2	-2	1	-6	-7	6	-2	3	1
COc1ccc(NS(=O)(=O)c2ccc(NC(=O)c3ccc(Br)cc3)cc2)nn1	4	12	-4	-4	-3	-5	0	4	1
COc1ccc(C(=O)c2cn[nH]c2-c2cc(Cl)ccc2O)cc1	-1	6	-1	-3	1	4	7	-1	-4
Cc1ccc2nc3c(cc2c1)c(C)nn3-c1ccccc1	-1	-9	-3	-2	-6	-5	-4	-2	-15
CC(C)c1nc(CNC(=O)C2CCC(=O)N(Cc3ccc(Cl)cc3)C2)no1 (stereo not given)	1	5	-2	-3	5	-9	5	1	8
Nc1c(C(=O)NCCc2ccccc2)nnn1Cc1ccc(Br)cc1F	1	3	-4	-4	-1	2	5	9	0
CCOC(=O)c1c(N)nn(C(=O)C(C)C)c1-c1ccc(OC)cc1	4	6	-2	-7	-1	4	-6	-3	-7
CCOC(=O)C1(Cc2ccccc2C)CCCN(C(=O)COC)C1 (stereo not given)	1	-1	-2	-4	2	0	3	1	-1
Cc1ccc(CC(=O)NC2CCN(Cc3ccccc3)CC2)cc1	5	10	0	2	8	4	8	5	6
O=C(Cn1[nH]c(=O)c2ccccc2c1=O)NC1CCCCCC1	2	5	-1	-2	3	5	-7	2	4
Cc1ccc(NC(=O)c2ccc3c(=O)n4c(nc3c2)CCCCC4)nc1	1	4	-1	1	-3	1	9	4	6
O=C(CN(C1CCCCC1)S(=O)(=O)c1ccc(Br)cc1)NCc1ccncc1	0	5	5	2	-7	6	-1	2	6
Cc1onc(-c2c(F)cccc2Cl)c1C(=O)NC1=NCCS1	-3	-6	-2	0	-5	0	2	-2	3
Cc1cccc(C2=NN(c3ccccc3)[C@@H](C(=O)N3CCOC3=O)[C@@H]2c2ccccc2)c1	7	11	nt	4	nt	nt	nt	5	0
COc1ccccc1OCCNC(=O)C(CCSC)NS(=O)(=O)c1ccccc1F (stereo not given)	7	5	4	-2	-4	12	2	0	4
NC(=O)c1c(NC(=O)C2CCCO2)sc2c1CCCCC2 (stereo not given)	10	11	3	-7	0	11	10	4	-1
COCC(C)NS(=O)(=O)c1ccc(OC)cc1 (stereo not given)	-1	-2	-1	2	0	-5	6	4	-1

Next part:
SMILES	pPAFAH FP inh	PAFAH1B3 FP inh	LYPLA1 inh	PAD4 inh	PME-1 primary	LYPLA2 inh	GSTO1 counter	PAFAH1B2 FP inh	PAFAH2 inh
COc1ccc(C(=O)NCc2ccc3c(c2)CCO3)cc1	0	4	2	-5	0	0	-2	9	-2
COc1ccc(CN(C)CC(O)COc2ccc(-c3ccccc3)cc2)cc1OC (stereo not given)	3	6	-1	-2	7	0	6	5	1
Cc1c(N2C(=O)C(=O)/C(=C(/O)c3ccccc3)C2c2ccc(F)cc2)c(=O)n(-c2ccccc2)n1C (stereo not given)	5	8	1	-7	-10	8	7	2	4
COC(=O)c1cc(S(=O)(=O)Nc2c(C)cccc2C)cn1C	6	4	-3	1	-5	3	3	4	5
COC(=O)C1=C(C)NC(=O)/C1=C\c1cc(C)n(-c2ccccc2C)c1C	2	-6	2	1	4	5	6	3	1
Cc1ccc(Cc2c(C)nc3nc(SCC(=O)NCCN4CCOCC4)nn3c2C)cc1	2	-7	0	-6	-4	0	-4	-5	-3
COc1ccccc1C(=O)COC(=O)c1cnc(C)cn1	-1	-1	-1	1	3	1	6	7	2
CCOC(=O)C1CCN(Cc2c(O)c3ccccc3oc2=O)CC1	3	9	3	-6	1	3	-58	8	5
CN(Cc1ccccc1)C(=O)CSc1nnc(-c2ccco2)n1-c1ccccc1	4	3	0	3	2	2	14	3	4
CNC(=O)NC(=O)CSc1cccc(C(F)(F)F)c1	8	-2	-2	10	-4	3	7	9	7
CCN(CC(=O)Nc1c(F)cccc1F)C(=O)c1ccc(-c2ccc(C(C)=O)cc2)o1	3	2	-5	-2	-3	-3	nt	0	2
COc1c(Cl)cc(Cl)cc1/C=C/C(=O)c1ccc(NC(=O)c2cccs2)cc1	18	-59	-20	-21	-35	-25	-41	-28	-70
CC(C)CNC(=S)N1CCN(C(c2ccccc2)c2ccccc2)CC1	2	1	-4	-2	3	-8	-1	0	5
CCc1ccccc1NC(=O)c1ccc(Cn2cc([N+](=O)[O-])cn2)cc1	-1	4	-2	-5	-7	1	-1	3	18
COc1ccccc1C1CC(c2ccccc2)=NN1C(=S)Nc1ccccc1 (stereo not given)	4	-1	-5	3	-11	-7	4	2	5
Cc1cc(-c2c(C)[nH]n(-c3ccc(Cl)cc3)c2=O)n(-c2ccc(Cl)cc2)n1	-2	11	1	6	1	3	4	5	10
CCCNC(=O)c1ccc(C2SCC(=O)N2Cc2ccccc2)cc1 (stereo not given)	2	4	4	5	-3	7	8	-1	0
O=C(CCCOc1ccc(Cl)cc1Cl)N/N=C/c1ccccc1	0	0	-2	-5	-5	4	-4	4	-4
CCN(C(=O)c1cc2c(=O)n3ccccc3nc2s1)C1CCCCC1	6	7	-4	-1	2	0	1	8	7
O=C(CN1CCOCC1)Nc1ccc(OCc2ccccc2)cc1	3	-3	-2	-6	-1	5	30	4	19

Screens deposited in PubChem by The Scripps Research Institute Molecular Screening Center.
